MKP-3 inhibition = MKP-3 phosphatase inhibitors, primary screen, biochemical, rat enzyme, in vitro (AID 425); Dual specificity protein phosphatase 6 (Rattus norvegicus); recombinant MKP-3 phosphatase activity, fluorescence; higher % means a stronger effect; inhibition, % at 20 µM; hits with a dose series show IC50 in µM; 0.17% of 110,000 active; in the data active means inhibition above about 50%;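 further: plate controls were vehicle for no effect and reference inhibitor for full effect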
Hsp70 inhibitors = Hsp70 inhibitors, probe displacement, primary screen, biochemical, fluorescence polarization (AID 583); one-dose displacement, % at 20 µM; IC50 in µM for titrated hits; Heat shock 70 kDa protein 1A (Homo sapiens); 0.06% of 140,000 active; Hsp70 fluorescence polarization probe displacement, mP; higher % means a stronger effect; in the data active means displacement above about 50%;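 further: plate controls were vehicle for no effect and reference ligand for full effect; a part of the inactive calls stands beside numbers as strong as those of hits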
* hit, by the source's call; / = not tested or not shown; & = joins results of further samples. The list is partial; rates above refer to the full screens.

MKP-3 inhibition | Hsp70 inhibitors | SMILES
9% | 3.1% | O=C(/C=C/c1ccc(Cl)cc1)Nc1ccc(-c2nc3ccccc3s2)c(O)c1
5% | -0.9% | CCOC(=O)c1c(C)[nH]c(C(=O)CSc2ccccc2)c1C
-1% | -0.5% | O=C(/C=C/c1cccc([N+](=O)[O-])c1)Nc1cccnc1
-2% | 1.3% | Cn1cnnc1SCC(=O)Nc1sc2c(c1C#N)CCCCC2
-1% | -0.9% | COc1cc(C2NC(=O)NC(C)=C2C(=O)OCc2ccc3c(c2)OCO3)cc(OC)c1OC (stereo not drawn)
/ | -4.8% | CCCn1c(SCC(=O)c2ccc(CC)cc2)n[nH]c1=O
-3% | 0.1% | CCOc1ccc(C(=O)COC(=O)c2ccccc2Br)cc1
5% | 1.5% | O=C(c1cnc2n(c1=O)CCS2)N1CCc2ccccc21
-3% | 2.5% | O=C(Nc1ccc(OC(F)(F)F)cc1)C1CCCN(S(=O)(=O)c2cccnc2)C1 (stereo not drawn)
3% | -0.7% | CC1CN(c2ccc(C(F)(F)F)cc2[N+](=O)[O-])CCN1S(C)(=O)=O (stereo not drawn)

Next section
MKP-3 inhibition | Hsp70 inhibitors | SMILES
3% | 2.6% | COc1ccc(N=C(Sc2nc3ccccc3s2)c2ccc([N+](=O)[O-])cc2[N+](=O)[O-])cc1
-8% | 0.1% | O=C(NCC1COCCO1)C1CCN(S(=O)(=O)c2ccccc2)CC1 (stereo not drawn)
-19% | -4.4% | CCOC(=O)c1ccc(NC(=O)NS(=O)(=O)c2ccc(C)cc2)cc1
/ | -1.3% | CCOC(=O)C(/C=N/c1cc(C)nn1-c1ccccc1)=C(\C)O
-19% | -2.0% | CCOC(=O)Cn1cc(C(=O)C2CC2)c2ccccc21
-5% | -2.2% | CNc1nc2c(c(=O)[nH]c(=O)n2C)n1CCOC
-10%&0% | -0.4%&2.5% | Nc1c(C(=O)NCc2cccnc2)sc(=S)n1-c1ccccc1
-1% | -3.0% | CC(C)(C)c1ccc(S(=O)(=O)N2CCN(c3ccccc3)CC2)cc1
/ | 0.2% | O=C(C1CCCO1)N1CCN(c2ccc(F)cc2)CC1 (stereo not drawn)
1% | -0.5%&-2.0% | CCN1CCCC1CNC(=O)c1cc(OC)c(OC)c(OC)c1 (stereo not drawn)

Going on with the list:
MKP-3 inhibition | Hsp70 inhibitors | SMILES
-5%&0% | -6.8%&2.7% | Cc1cccc(-n2c(O)c(C=Nc3ccccc3N)c(=O)[nH]c2=O)c1
-6% | 3.2% | COc1cccc(-c2nn(-c3ccccc3)cc2C(=O)NCC(=O)O)c1
0% | 5.1% | COc1ccc(C(=O)Nc2cc([N+](=O)[O-])ccc2C)cc1OC
-4% | -6.2% | Cc1ccc(N2C(=O)CC(N3CCC(C)CC3)C2=O)cc1 (stereo not drawn)
-1% | 2.8% | CCOC(=O)c1c(C)[nH]c(C(=O)Cn2c(=O)oc3ccccc32)c1C
1% | -1.6% | Cc1cc(C(=O)N/N=C/C=C/c2ccccc2)n[nH]1
2% | -1.3% | Cc1cc(NCCN2CCOCC2)n2ncc(-c3ccc(Cl)cc3)c2n1
-5% | 0.0% | COc1cc(C)nc(NS(=O)(=O)c2ccc(C)cc2)n1
/ | 1.7% | CN(Cc1ccccc1)S(=O)(=O)c1cccs1
0% | 2.5% | O=C(NC(=S)Nc1ccc(Cl)cc1)c1ccco1

Carrying on:
MKP-3 inhibition | Hsp70 inhibitors | SMILES
-5% | 6.4% | CC(C)Oc1cccc(-c2cc(C(=O)O)c3ccccc3n2)c1
-4% | -0.8% | Cc1cc(Cl)cc(Br)c1OCCNCC(C)O (stereo not drawn)
/ | 4.4% | CCOc1ccc(NC(=O)C2CCN(S(=O)(=O)c3cccnc3)CC2)cc1
-11% | / | O=C(CCCc1ccccc1)N1CCc2ccccc21
-8% | 1.0% | O=C(COc1ccc(Cl)cc1Cl)NC1CCSC1=O (stereo not drawn)
-13% | 8.8% | CCC(=O)Nc1cccc(-c2nnc(SCC(=O)c3ccccc3)n2C)c1
-2% | -2.1% | COc1ccc(C(=O)Nn2c(C3CCC3)nc3ccccc3c2=O)c(OC)c1
0% | 0.7% | O=S(=O)(Nc1ccnc2ccccc12)c1ccccc1
-15% | 0.1% | O=C(CC(c1ccccc1)c1cc(Br)ccc1O)NCc1ccco1 (stereo not drawn)
1% | -4.0% | Cc1ccc(C(O)c2nc3ccccc3n2C)cc1 (stereo not drawn)

Some of the entries so far, with each value named:
Cc1cc(Cl)cc(Br)c1OCCNCC(C)O (stereo not drawn)
  MKP-3 inhibition = -4%
  Hsp70 inhibitors = -0.8%
CCOc1ccc(NC(=O)C2CCN(S(=O)(=O)c3cccnc3)CC2)cc1
  MKP-3 inhibition = /
  Hsp70 inhibitors = 4.4%

Next section
MKP-3 inhibition | Hsp70 inhibitors | SMILES
-9% | -1.1% | COc1ccccc1C(=O)NCc1ccc2c(c1)OCO2
/ | -5.7% | CCOCCCNS(=O)(=O)c1ccc(OC)c(Cl)c1Cl
-6% | -3.2% | O=C(C1CCCN1S(=O)(=O)c1cccc2cccnc12)N1CCc2ccccc21 (stereo not drawn)
2% | -1.5% | O=C1CCCC(O)=C1C(C#Cc1ccccc1)C1=C(O)CCCC1=O
4% | 1.1% | CCc1cc(C)cc(OCCOc2cccc(C=C3C(=O)NC(=S)NC3=O)c2)c1
/ | 0.3% | Cc1c(Cc2ccccc2)sc(NC(=O)c2ccco2)c1C(N)=O
-6%&0% | -3.3%&0.4% | C(=N\n1cnnc1)/c1ccc(OC2CSC2)cc1
0% | 0.2% | CC1=C(C)C(=O)NC(Nc2nc(C)c3cc(C)cc(C)c3n2)N1 (stereo not drawn)
5% | 0.2% | Cc1c(Cl)cccc1N1C(=O)C2ON(c3ccccc3)C(c3cccnc3)C2C1=O (stereo not drawn)
/ | -3.3% | COc1cccc(NC(=O)C(NCC2CCCCC2)c2ccccc2)c1 (stereo not drawn)

(more compounds)
MKP-3 inhibition | Hsp70 inhibitors | SMILES
1% | 34% | CCn1c(CSc2nccn2C)nc2cc(C(=O)O)ccc21
-5% | 3.8% | O=C(NCc1ccccc1)c1nn2c(c1Cl)NC(c1ccc(Cl)cc1)CC2C(F)(F)F (stereo not drawn)
0% | -5.9% | COc1ccc(-c2nnc(-c3ccc(C)cc3)o2)cc1
-4% | 4.7% | CCOC(=O)CC1=C(C(=O)OCC)C(c2ccc(OC)cc2OC)C(C#N)=C(N)O1 (stereo not drawn)
-2% | 7.8% | CC1(C)CC(=O)C2=C(C1)OC(N)=C(C#N)C21CCN(Cc2ccccc2)CC1
8% | 0.9% | CN1C(=O)C(=Cc2ccc(-c3ccc(Cl)c(Cl)c3)o2)C(=O)N(C)C1=O
1% | -1.0% | CCC(OC(=O)c1cc2sccc2n1C)C(=O)NCC1CCCO1 (stereo not drawn)
/ | -0.9% | CC(=O)N1CCN(Cc2nc3cc(NC(=O)c4ccccc4)ccc3n2C)CC1
2% | 1.8% | CCCCOc1ccc(NC(=O)c2ccncc2)cc1
/ | -1.3% | Cc1ccc(OCc2nnc(SCC(=O)O)n2N)cc1

The list continues.
MKP-3 inhibition | Hsp70 inhibitors | SMILES
-1%&2% | 1.1%&-4.0% | O=C(c1ccccc1)c1ccc(C(=O)N2CCOCC2)cc1
-4% | 2.0% | N/C(=N\OC(=O)c1ccc(Cl)cc1)c1ccc(Br)cc1
-4% | 5.5% | Cc1ccc(N(CC(=O)Nc2ccc3c(c2)OCCO3)S(=O)(=O)c2c(C)noc2C)cc1
8% | 4.6% | CCOC(=O)c1nnn(-c2nonc2N)c1-c1cccc2ccccc12
2% | -4.6% | COc1ccc(C(=O)Nc2nccs2)cc1OC
1% | 7.3% | CC(C)(C)c1ccc(/C=C/C(=O)Nc2ccccc2C(N)=O)cc1
-1% | -0.2% | CCOC(=O)CNc1ncnc2nc[nH]c12
-27% | -0.4% | Cc1ccc(NC(=O)CSC2=C(C#N)C(c3ccc4c(c3)OCO4)C3=C(CCCC3=O)N2)c(C)c1 (stereo not drawn)
/ | -2.9% | Nc1ccccc1-c1nnc(SCc2ccccc2Cl)[nH]c1=O
2% | 3.2% | Oc1ccc(/C=N/N=C/c2ccc(O)c(O)c2)cc1O

(cont.)
MKP-3 inhibition | Hsp70 inhibitors | SMILES
/ | -0.1% | c1ccc(-c2nc(NCCCn3ccnc3)c3oc4ccccc4c3n2)cc1
6% | -11% | CCCCc1nc(NCCNC(=O)c2ccco2)c(C#N)c2c1CSC(C)(C)C2
4% | 3.7% | CC(C)(C)OC(=O)N1CCC(C(=O)N2CCC[C@H]2C(=O)O)CC1
2% | 2.2% | O=C(/C=C/c1ccccc1)NC(=S)Nc1cccc(NC(=O)c2ccco2)c1
-8% | 0.1% | O=C1c2ccccc2NC(c2c(Cl)cccc2Cl)N1Cc1ccco1 (stereo not drawn)
-5% | 0.7% | Cc1ccc(-c2nsc3c(N4CCC(C(N)=O)CC4)ncnc23)cc1
/ | 1.5% | Cc1nn(Cc2ccc(Cl)cc2)c(C)c1N
6% | -0.8% | CCC(C(=O)Nc1cc(Cl)cc(Cl)c1)c1ccccc1 (stereo not drawn)
10% | 4.5% | CCN(c1ccccc1)c1nc2ccsc2c(=O)s1
0% | -0.1% | O=C(O)C1C2C=CC(C3CC23)C1C(=O)Nc1cccc(Br)c1 (stereo not drawn)
1% | -2.2% | O=C(O)C1CC=CCC1C(=O)Nc1cccc(F)c1 (stereo not drawn)
-11% | -17% | CCOC(=O)c1cccc(NC(=O)CSc2nc(N)cc(N)n2)c1

Entries above that have an aryl methoxy group:
MKP-3 inhibition | Hsp70 inhibitors | SMILES
-1% | -0.9% | COc1cc(C2NC(=O)NC(C)=C2C(=O)OCc2ccc3c(c2)OCO3)cc(OC)c1OC (stereo not drawn)
3% | 2.6% | COc1ccc(N=C(Sc2nc3ccccc3s2)c2ccc([N+](=O)[O-])cc2[N+](=O)[O-])cc1
1% | -0.5%&-2.0% | CCN1CCCC1CNC(=O)c1cc(OC)c(OC)c(OC)c1 (stereo not drawn)
-6% | 3.2% | COc1cccc(-c2nn(-c3ccccc3)cc2C(=O)NCC(=O)O)c1
0% | 5.1% | COc1ccc(C(=O)Nc2cc([N+](=O)[O-])ccc2C)cc1OC
-5% | 0.0% | COc1cc(C)nc(NS(=O)(=O)c2ccc(C)cc2)n1
-2% | -2.1% | COc1ccc(C(=O)Nn2c(C3CCC3)nc3ccccc3c2=O)c(OC)c1
-9% | -1.1% | COc1ccccc1C(=O)NCc1ccc2c(c1)OCO2
/ | -5.7% | CCOCCCNS(=O)(=O)c1ccc(OC)c(Cl)c1Cl
/ | -3.3% | COc1cccc(NC(=O)C(NCC2CCCCC2)c2ccccc2)c1 (stereo not drawn)
0% | -5.9% | COc1ccc(-c2nnc(-c3ccc(C)cc3)o2)cc1
-4% | 4.7% | CCOC(=O)CC1=C(C(=O)OCC)C(c2ccc(OC)cc2OC)C(C#N)=C(N)O1 (stereo not drawn)
2% | -4.6% | COc1ccc(C(=O)Nc2nccs2)cc1OC

Assay outcomes as filed in PubChem.
